# Assay outcomes deposited in PubChem BioAssay by National Center for Advancing Translational Sciences (NCATS).
# IL2 activator – qHTS of IL-2 Activators. IL-2 activation reporter assay, cell-based qHTS; stimulated with anti-CD3/CD4/CD28 beads; in transgenic mouse T cells. activation, % (series mostly up to about 46 µM). hit rate 0.065% among 360,000; in the data active = activation above about 50%; inconclusive = mostly about 30% to 49%; note: 0% is about no effect
#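 EGFP and DsRed fluorescence is measured by plate cytometry in unstimulated transgenic mouse T cells exposed to compound for 60 minutes, then stimulated 18 hours at 37 degrees C with anti-CD3/anti-CD4 beads plus anti-CD28.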
# EPAC1 antagonist – qHTS for Antagonist of cAMP-regulated guanine nucleotide exchange factor 3 (EPAC1): primary screen; Rap guanine nucleotide exchange factor 3 (Homo sapiens), O95398; EPAC1 GEF assay, Rap1b-BODIPY-GDP exchange fluorescence; hit rate 0.14% among 360,000; Potency, µM (top dose mostly 115 µM), inactives show top-dose activity change, negative = inhibition, actives largely listed as inhibitors;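 note: potency is the fitted concentration of half-maximal effect; plate controls were vehicle for no effect and positive control for full effect; nearly all actives have a fitted effect of over 50% in size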
# Target sequence (O95398 whole entry, looked up): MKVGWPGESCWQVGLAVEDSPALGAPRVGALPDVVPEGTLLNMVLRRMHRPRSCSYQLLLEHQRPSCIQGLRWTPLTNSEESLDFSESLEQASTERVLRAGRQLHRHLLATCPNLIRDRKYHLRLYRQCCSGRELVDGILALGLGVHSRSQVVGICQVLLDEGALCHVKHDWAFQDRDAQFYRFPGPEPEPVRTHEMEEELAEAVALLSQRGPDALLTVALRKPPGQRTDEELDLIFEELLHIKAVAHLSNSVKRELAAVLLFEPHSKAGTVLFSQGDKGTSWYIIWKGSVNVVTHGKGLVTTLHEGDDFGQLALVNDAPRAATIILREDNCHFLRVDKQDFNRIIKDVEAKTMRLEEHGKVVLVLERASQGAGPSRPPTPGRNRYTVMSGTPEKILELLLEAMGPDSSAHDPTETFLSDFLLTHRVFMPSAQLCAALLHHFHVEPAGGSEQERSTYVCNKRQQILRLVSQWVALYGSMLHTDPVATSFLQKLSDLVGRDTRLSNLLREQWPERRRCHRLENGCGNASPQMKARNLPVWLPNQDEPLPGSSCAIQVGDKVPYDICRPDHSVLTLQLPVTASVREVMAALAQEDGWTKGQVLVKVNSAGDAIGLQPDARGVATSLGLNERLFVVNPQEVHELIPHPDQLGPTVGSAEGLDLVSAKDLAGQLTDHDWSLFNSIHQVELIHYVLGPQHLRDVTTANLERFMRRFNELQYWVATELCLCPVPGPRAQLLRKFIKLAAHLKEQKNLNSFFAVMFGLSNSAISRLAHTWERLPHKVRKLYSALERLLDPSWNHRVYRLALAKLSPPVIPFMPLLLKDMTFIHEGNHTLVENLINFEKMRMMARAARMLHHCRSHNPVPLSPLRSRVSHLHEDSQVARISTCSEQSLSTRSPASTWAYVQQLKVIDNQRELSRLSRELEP
# PI5P4K alpha inh – qHTS for Inhibitors of phosphatidylinositol 5-phosphate 4-kinase (PI5P4K); AID 652105, 2013; hit rate 1.2% among 330,000; PI5P4Kalpha enzyme, ADP-Glo luminescence, 60 min; active compounds read low; Phosphatidylinositol 5-phosphate 4-kinase type-2 alpha (Homo sapiens), P48426; max response, %; active = max response of -50% or lower; inconclusive = between -30% and -50%; inactive = -30% or higher; note: value at the top dose of about 77 µM; % is set by controls: 0 for no effect and ±100 for the full control effect
#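 Quantitative HTS of the MLSMR library against PI5P4Kalpha with substrate. ATP added last at 5 microM final; room temperature, 60 minutes. Remaining ATP depleted, ADP converted and read as luminescence.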
# GLP-1R agonist – qHTS of GLP-1 Receptor Agonists | Glucagon-like peptide 1 receptor (Homo sapiens), P43220 | HEK293 GLP-1R CRE-luciferase, luminescence, 4-6 h; cells express a hypersensitive GLP-1R form | Potency, µM (doses to about 45.6 µM), inactives show at the top dose activation, most hits filed as activators | hit rate 0.007% among 380,000; note: potency is the fitted concentration of half-maximal effect; % of control where 0% means no effect
# GLP-1R inv ag – qHTS of GLP-1 Receptor Inverse Agonists (Inhibition Mode) | hit rate 1.6% among 410,000 | HEK293 GLP-1R CRE-luciferase, luminescence, 24 h; GLP-1R form is constitutively active | Potency, µM (series often up to 38.3 µM), inactives show top-dose activity change, negative = inhibition, usual class: inhibitors | AID 624417, 2012; note: potency is the fitted concentration of half-maximal effect; % is set by controls: 0 for no effect and ±100 for the full control effect; nearly all actives have a fitted effect of over 55% in size
#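 HEK293 cells stably co-expressing a cAMP-responsive luciferase reporter and constitutively active GLP-1R were seeded, incubated 12 h, then exposed to compounds for 24 h at 37 C. Luminescence was read 12 min after detection reagent; inverse agonists lower signal.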
# HEK293 tox – qHTS of GLP-1 Receptor Inverse Agonists: Cytotox Screen; HEK293 cAMP-luciferase reporter cells, luminescence, 24 h; Potency, µM (top dose mostly 38.3 µM), inactives show at the top dose activity change, negative = inhibition, hits mostly inhibitors; hit rate 0.13% among 410,000; AID 624418, 2012;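 note: loss of luciferase light is scored as toxicity; potency is the fitted concentration of half-maximal effect; % is set by controls: 0 for no effect and ±100 for the full control effect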
#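 To flag toxic compounds, the library was rerun on cells for 24 hr at 37 deg C and 5% CO2. Viability-linked luminescence was captured 12 min after adding luciferase detection reagent.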
# EPAC1 ag – qHTS for Agonist of cAMP-regulated guanine nucleotide exchange factor 3 (EPAC1): primary screen; Rap guanine nucleotide exchange factor 3 (Homo sapiens), O95398; hit rate 0.073% among 360,000; EPAC1 agonist qHTS, biochemical assay; response scale: 100% = response to 6.5 mM cAMP; Potency, µM (titrated, usually from 154 µM), inactives show at the top dose activation, usual class: activators; note: potency is the fitted concentration of half-maximal effect; nearly all actives have a fitted effect of over 60% in size
#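 Compounds were pinned as a concentration titration into mixtures of EPAC1 (100 nM), BODIPY-GDP-loaded Rap1B (250 nM) and GDP (50 uM). After 5 min at room temperature, fluorescence was followed for 30 min; activity was scaled to 6.5 mM cAMP.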
# PLK1 PBD inh – qHTS for Inhibitors of PLK1-PDB (polo-like kinase 1 - polo-box domain): Primary Screen; Potency, µM, for the others: max response, negative = inhibition, actives largely listed as inhibitors; Serine/threonine-protein kinase PLK1 (Homo sapiens), P53350; hit rate 2.8% among 360,000; Plk1 PBD binding of FITC phosphopeptide, fluorescence polarization; note: potency is the fitted concentration of half-maximal effect; series mostly up to about 57 µM; % is set by controls: 0 for no effect and ±100 for the full control effect; nearly all actives have a fitted effect of over 65% in size
# PTHR1 ag – qHTS for PTHR1 Agonists: Primary Screen; Parathyroid hormone/parathyroid hormone-related peptide receptor (Homo sapiens), Q03431; HEK293 GP2 PTHR1 cells, GloSensor cAMP luminescence, 1 h; Potency, µM (doses to about 115 µM), without a hit: at the top dose activation, most hits filed as activators; hit rate 0.075% among 410,000; note: potency is the fitted concentration of half-maximal effect; nearly all actives have a fitted effect of over 55% in size; some results filed as inactive show a strong effect at the top dose; inactives centre near -15; many of its hits are not listed in these tables
#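 HEK-293-derived GP2 cells expressing PTHR1 and a GloSensor cAMP reporter, 3,000/well, plated overnight, given luciferin plus IBMX (each 0.5 mM as added) for 1 h at 37 °C, then compound for 1 h at 37 °C. Luminescence was read after 15 min at room temperature.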
# Active calls of the source: *; i = inactive; ? = inconclusive; · = not tested or not shown; [ ] = dose if it differs, or a comment. Unless noted, calls come from the whole dose curve; as a rule, active = well fitted curve in the direction sought with a large enough effect; inconclusive = small, poorly fitted or top-dose-only effect, or another doubt; inactive = no such curve, though single readings can be large; an effect the other way counts as inactive or inconclusive. An excerpt, so the mix of outcomes need not match the whole.
1	CSCCC(C(=O)Nc1c(C)cccc1C)n1c(COc2ccc(C)cc2)nc2ccccc21 (stereo not given)
2	CC(O)c1cccc(NC(=O)CC(c2ccccc2)c2ccccc2)c1 (stereo not given)
3	COc1ccc(NC(=O)[C@@H]2CCCN2S(=O)(=O)c2ccccc2F)cc1S(=O)(=O)N1CCCCC1
4	Cn1c(Nc2ccc(Cl)cc2F)nc2cc(-c3ccccc3)sc2c1=O
5	COc1cccc(C#Cc2ccc3c(c2)O[C@H](CN(C)S(=O)(=O)c2ccccc2F)[C@H](C)CN([C@H](C)CO)S3(=O)=O)c1
6	COc1ccc(C2COC(=O)C2=N)c(NC(=O)c2ccccc2)c1 (stereo not given)
7	COc1ccc(CNC(=O)C(c2ccco2)N(C(=O)c2ccccn2)c2ccccc2)cc1 (stereo not given)
8	CCC(C)C(NC(=O)C1CCC(C)CC1)C(=O)Nc1ccc(OC)cc1OC (stereo not given)
9	Cc1ccc(S(=O)(=O)NC(=O)CSc2nc3ccccc3s2)cc1
10	Cc1ccc(S(=O)(=O)N2CCCN(S(=O)(=O)C3CCS(=O)(=O)C3)CC2)cc1 (stereo not given)
Assay by compound	1	2	3	4	5	6	7	8	9	10
PTHR1 ag	i	-21%	-25%	-43%[inhibitor]	i	i	-10%	i	-16%[57.5 µM]	-22%[57.5 µM]
EPAC1 ag	-4%	-9%	0%	0%	-4%	2%	6%	-9%	11%	-7%
GLP-1R agonist	·	0%	14%	3%	-4%	-10%	1%	-1%	-1%	-13%
PLK1 PBD inh	-2%	-6%	-2%	6%	3%	-1%	-10%	3%	?	-4%
GLP-1R inv ag	?	?	-18%	1%	9%	14%	2%	5%	-8%	-6%
IL2 activator	-0.8	1.7	-0.7	-0.4	-3.7	1.8	0.1	-2.1	-1.3	0.2
PI5P4K alpha inh	-3	-8	-1	8	-3	-30	-8	5	·	·
EPAC1 antagonist	7%	-8%	-14%	-10%	1%	6%	0%	16%	-2%	1%
HEK293 tox	-9%	-1%	-6%	6%	-1%	-9%	1%	-1%	16%	5%

11	Cc1ccc(N/C(N)=N/c2nc(CSc3ccccn3)cc(=O)[nH]2)c(C)c1
12	Cc1ccc(OCc2cc(C(=O)N(C)Cc3cnc4ccccn34)no2)cc1C
13	O=C(CNS(=O)(=O)Cc1ccccc1)NCc1ccccc1
14	CCOC(=O)c1c(NCc2ccccc2)n[nH]c1C
15	O=C(NCc1ccccn1)Nc1cccc(Cl)c1Cl
16	COc1ccc(/C=C2/CC/C(=C\c3ccc(OC)c(OC)c3OC)C2=O)c(OC)c1OC
17	COc1cc(C(=O)Nc2ccc3ccccc3c2)cc(OC)c1OC
18	O=C(c1cc(COc2ccccc2)on1)N1CCCC(CN2CCOCC2)C1 (stereo not given)
19	Cc1cc(C)n2c(Nc3ccc4c(c3)OCCO4)c(-c3ccccn3)nc2n1
20	CCOC(=O)N1CCN(C(=O)CS(=O)(=O)c2cn(Cc3ccccc3Cl)c3ccccc23)CC1
Assay by compound	11	12	13	14	15	16	17	18	19	20
PTHR1 ag	i	-27%	i	-2%	-1%	i	-16%	i	i	-19%
EPAC1 ag	-10%	-3%	-1%	-1%	4%	-3%	12%	5%	-4%	-12%
GLP-1R agonist	1%	9%	5%	15%	7%	-10%	?	10%	-3%	-1%
PLK1 PBD inh	-18%	21µM*	-6%	-7%	-3%	7%	-20%	-15%	-6%	-4%
GLP-1R inv ag	-2%	?	13%	26%	8%	2%	?	-5%	-22%	6%
IL2 activator	0.2	-2.4	-4.4	1.6	1.4	2.9	-3.0	-3.7	-0.5	-2.5
PI5P4K alpha inh	4	-15	8	-2	0	1	0	1	-10	-12
EPAC1 antagonist	-3%	-15%	12%	11%	-19%	-19%	-9%	5%	-14%	22%
HEK293 tox	5%	3%	-4%	-3%[1.53 µM]	-24%	1%	-29%	-14%	-18%	-1%

21	Cc1c(Cl)cccc1NC(=S)NNS(=O)(=O)c1ccc([N+](=O)[O-])cc1
22	COc1ccccc1/C=C(\C#N)C(=O)c1cccn1C
23	Cn1c(=O)c(C(=O)CN2CCN(Cc3ccc4c(c3)OCO4)CC2)c(N)n(Cc2ccccc2)c1=O
24	Cn1c(SCC(=O)N2CCOCC2)nnc1-c1ccc(NC(=O)c2ccccc2F)cc1
25	COCCNC(=O)CCC1CCN(Cc2ccc(-c3ccccc3)cc2)CC1
26	COc1ccc(OC)c(CNC(=O)CCCc2cn(C)c3ccccc23)c1
27	CN(C)c1ccc(N2C(=NC(=O)CCc3ccccc3)SC3CS(=O)(=O)CC32)cc1 (stereo not given)
28	CCN(CCCNC(=O)CN(C)S(=O)(=O)c1cccc2nsnc12)c1cccc(C)c1
29	CC(=O)N1[C@H](C)C=C[C@]1(Cc1ccccc1)C(=O)NCCc1c[nH]c2ccccc12
30	COC(CNc1ncnc2sc(-c3ccccc3)cc12)OC
Assay by compound	21	22	23	24	25	26	27	28	29	30
PTHR1 ag	-26%	i	i	22%[57.5 µM]	1%	i	24%	-23%	i	-34%[inhibitor]
EPAC1 ag	-2%	11%	-7%	1%	-1%	-8%	6%	5%	0%	8%
GLP-1R agonist	-3%	6%	9%	-2%	-3%	-3%	-6%	24%	-2%	11%
PLK1 PBD inh	?	?	0%	-5%	1%	-4%	-2%	-5%	-1%	-6%
GLP-1R inv ag	-5%	-5%	?	10%	?	?	15%	?	3%	-11%
IL2 activator	-1.8	1.7	1.3	-2.2	-2.0	-0.8	0.0	-2.5	-0.3	-2.3
PI5P4K alpha inh	0	-3	6	·	2	10	0	4	3	-22
EPAC1 antagonist	-5%	-2%	-5%	14%	1%	-6%	19%	-1%	3%	-6%
HEK293 tox	?	12%	-3%	-12%	-4%	3%	4%	6%	1%	5%

# Looked up above:
# `Cc1c(Cl)cccc1NC(=S)NNS(=O)(=O)c1ccc([N+](=O)[O-])cc1` in GLP-1R inv ag has -5%
# `CCOC(=O)N1CCN(C(=O)CS(=O)(=O)c2cn(Cc3ccccc3Cl)c3ccccc23)CC1` in PLK1 PBD inh has -4%
# `COC(CNc1ncnc2sc(-c3ccccc3)cc12)OC` in EPAC1 ag has 8%
# `CC(=O)N1[C@H](C)C=C[C@]1(Cc1ccccc1)C(=O)NCCc1c[nH]c2ccccc12` in IL2 activator has -0.3

# Compounds 29 to 30 of the list above:
29	CC(=O)N1[C@H](C)C=C[C@]1(Cc1ccccc1)C(=O)NCCc1c[nH]c2ccccc12
30	COC(CNc1ncnc2sc(-c3ccccc3)cc12)OC
Assay by compound	29	30
PTHR1 ag	i	-34%[inhibitor]
EPAC1 ag	0%	8%
GLP-1R agonist	-2%	11%
PLK1 PBD inh	-1%	-6%
GLP-1R inv ag	3%	-11%
IL2 activator	-0.3	-2.3
PI5P4K alpha inh	3	-22
EPAC1 antagonist	3%	-6%
HEK293 tox	1%	5%

# (next part)
31	C[C@H](CO)N1C[C@H](C)[C@@H](CN(C)Cc2ccc(C(=O)O)cc2)Oc2c(NS(=O)(=O)c3cccs3)cccc2C1=O
32	O=c1cc(-c2ccc(C(F)(F)F)cc2)oc2ccccc12
33	O=C(CCOc1ccccc1)Nc1ccnn1C1CCN(Cc2ccc(O)cc2)CC1
34	CCn1c(SCC(=O)Nc2cc(C)on2)nnc1-c1ccc(OC)cc1
35	O=C(CN(Cc1ccc(Br)cc1)S(=O)(=O)c1ccccc1)NCc1cccnc1
36	COc1ccc(/C=C/C(=O)OCC(=O)Nc2ccc(OC)c(S(=O)(=O)N3CCCCC3)c2)cc1
37	CCOc1ccc2c(c1)C(NC(C)=O)C(=O)N2CCN1CCOCC1 (stereo not given)
38	Cc1noc(C)c1COc1ccc(C(=O)OC(C)C(=O)Nc2ccc(S(=O)(=O)N3CCOCC3)cc2)cc1 (stereo not given)
39	Cc1ccc([N+](=O)[O-])cc1S(=O)(=O)NCCc1c(C)[nH]c2ccccc12
40	CCN(CC)c1ccc(NC(=O)COc2ccc(C)cc2)cc1
Assay by compound	31	32	33	34	35	36	37	38	39	40
PTHR1 ag	i	-9%	i	9%	i	-23%	i	-11%	i	-14%
EPAC1 ag	-4%	-11%	-13%	1%	3%	-3%	8%	2%	-3%	4%
GLP-1R agonist	-2%	11%	1%	3%	-1%	1%	-6%	19%	9%	-1%
PLK1 PBD inh	-8%	-5%	-6%	-8%	-14%	-1%	21µM*	-2%	-4%	-9%
GLP-1R inv ag	11%	9%	23%	-2%	?	-1%	3%	8%	?	0%
IL2 activator	0.9	-0.2	-3.3	-2.7	-3.3	-4.2	-0.2	-0.3	-0.6	1.6
PI5P4K alpha inh	-1	9	3	0	10	-3	-20	1	7	·
EPAC1 antagonist	8%	-3%	-12%	3%	4%	-5%	?	12%	-12%	3%
HEK293 tox	-2%	3%	-2%	6%	-22%	19%	-9%	-11%	-20%	14%

41	COc1cccc(OC)c1C(=O)Nn1c(-c2cccs2)nc2ccccc2c1=O
42	CCOC(=O)c1nnc(-c2ccc(C)cc2)nc1Sc1ccc(Cl)cc1
43	O=C1C(O)CCN1Cc1ccccc1 (stereo not given)
44	O=C(O)c1cccc(-c2ccc(/C=N/n3cnnc3)o2)c1
Assay by compound	41	42	43	44
PTHR1 ag	i	i	i	i
EPAC1 ag	-4%	-7%	3%	3%
GLP-1R agonist	-4%	-10%	7%	-2%
PLK1 PBD inh	-5%	-10%	-5%	-9%
GLP-1R inv ag	21%	-2%	2%	25%
IL2 activator	-3.3	-2.1	0.5	-1.0
PI5P4K alpha inh	2	2	-1	-10
EPAC1 antagonist	7%	-16%	6%	-19%
HEK293 tox	-3%	0%	9%	3%
